LMNA splice mod – qHTS Assay for Modulators of Lamin A Splicing; Potency, µM (series often up to 46.1 µM), without a hit: at the top dose ratio change, negative = inhibition, actives largely listed as inhibitors; AID 1487, 2009; actives 0.01% (n = 200,000); HeLa LMNA splicing GFP/RFP minigene ratio, 48 h; active means well fitted inhibition curve with a large enough effect in the signal ratio, with a control signal flat, not every such curve was filed as active; inconclusive means small, poorly fitted or top-dose-only effect, or effect the other way, or a change in a side signal; the % refers to the signal ratio; further: on the % scale 0 is the no-effect control and ±100 the full control effect
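S3 HeLa cells stably expressing lamin A-EGFP splicing minigene plus DsRed2, 600 cells/well, 48 h compound exposure at 37C. Laser-scanning cytometry; analysed as GFP (500-530 nm)/RFP (575-640 nm) total intensity ratio; 0.5% DMSO vehicle.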
ALDH1A1 inh – qHTS Assay for Inhibitors of Aldehyde Dehydrogenase 1 (ALDH1A1). Aldehyde dehydrogenase 1A1 (Homo sapiens), P00352. Purified ALDH1A1, NADH fluorescence, propionaldehyde substrate. Potency, µM (highest dose often 75.3 µM), inactives show at the top dose activity, negative = inhibition, most hits filed as inhibitors. actives 7.3% (n = 220,000); active means well fitted inhibition curve with a large enough effect, not every such curve was filed as active; inconclusive means small, poorly fitted or top-dose-only effect, or another doubt; inactive means no such curve, though single readings can be large or run the other way;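 further: plate controls were no enzyme wells and a reference inhibitor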
Target sequence (P00352 whole entry, looked up): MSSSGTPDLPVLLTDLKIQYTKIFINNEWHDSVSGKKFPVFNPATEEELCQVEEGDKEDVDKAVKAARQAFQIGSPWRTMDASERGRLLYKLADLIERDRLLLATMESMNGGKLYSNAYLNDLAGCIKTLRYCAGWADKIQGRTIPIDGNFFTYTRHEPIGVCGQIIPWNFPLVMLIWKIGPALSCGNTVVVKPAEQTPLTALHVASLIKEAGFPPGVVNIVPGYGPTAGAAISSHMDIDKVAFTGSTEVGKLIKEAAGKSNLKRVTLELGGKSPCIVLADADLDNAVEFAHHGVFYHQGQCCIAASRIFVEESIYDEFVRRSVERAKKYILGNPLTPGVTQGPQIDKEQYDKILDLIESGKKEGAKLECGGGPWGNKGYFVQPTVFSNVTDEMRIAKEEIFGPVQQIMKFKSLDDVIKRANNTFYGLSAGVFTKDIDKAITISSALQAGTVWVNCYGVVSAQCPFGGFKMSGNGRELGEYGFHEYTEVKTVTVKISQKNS
JMJD2E inh – qHTS Assay for Inhibitors of Human Jumonji Domain Containing 2E (JMJD2E); Lysine-specific demethylase 4E (Homo sapiens), B2RXH2; AID 2147, 2009; actives 1.6% (n = 230,000); JMJD2E catalytic domain, FDH-coupled NADH fluorescence (FDH is formaldehyde dehydrogenase); Potency, µM (top dose mostly 57.1 µM), for the others: top-dose activity change, negative = inhibition, actives largely listed as inhibitors; active means well fitted inhibition curve with a large enough effect, not every such curve was filed as active; inconclusive means small, poorly fitted or top-dose-only effect, or another doubt; inactive means no such curve, though single readings can be large or run the other way;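 further: 0% = wells with enzyme and -100% = buffer wells without enzyme; nearly all actives have a fitted effect of over 50% in size; many of its hits are not listed in these tables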
Target sequence (B2RXH2 1-337 limits assumed): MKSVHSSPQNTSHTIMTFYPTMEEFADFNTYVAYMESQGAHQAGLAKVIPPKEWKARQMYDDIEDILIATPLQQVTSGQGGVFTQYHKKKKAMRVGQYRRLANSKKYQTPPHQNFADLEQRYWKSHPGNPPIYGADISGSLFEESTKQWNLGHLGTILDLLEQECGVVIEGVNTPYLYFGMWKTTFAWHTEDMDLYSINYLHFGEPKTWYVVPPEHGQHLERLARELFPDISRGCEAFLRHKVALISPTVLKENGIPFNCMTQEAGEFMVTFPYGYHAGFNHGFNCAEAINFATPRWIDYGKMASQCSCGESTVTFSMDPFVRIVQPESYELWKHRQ
Tau ThT inhib – qHTS for Inhibitors of Tau Fibril Formation, Thioflavin T Binding; AID 1460, 2008; actives 2.1% (n = 270,000); recombinant tau K18 P301L (four-repeat tau fragment), heparin-induced fibrillization, ThT fluorescence; Microtubule-associated protein tau (Homo sapiens), P10636; Potency, µM (series often up to 57.4 µM), for the others: at the highest dose activity, negative = inhibition, actives largely listed as inhibitors; further: on the % scale 0 is the no-effect control and ±100 the full control effect; nearly all actives have a fitted effect of over 55% in size
Target sequence (P10636 561-689 P618L limits assumed): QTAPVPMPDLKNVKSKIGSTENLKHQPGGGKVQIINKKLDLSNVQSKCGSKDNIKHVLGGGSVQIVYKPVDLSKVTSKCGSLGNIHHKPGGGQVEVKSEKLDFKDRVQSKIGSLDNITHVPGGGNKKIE
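K18 P301L tau (15 uM + 0.24 uM Alexa 594-tagged), heparin 20 uM, NaOAc pH 7, 6 h 37 C; ThT 30 uM, 1 h RT, ex 450/em 510 nm.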
KinaseGlo FLuc – Counterscreen for Luciferase (Kinase-Glo TM) Inhibition | Luciferin 4-monooxygenase (Photuris pensylvanica), Q27757 | Kinase-Glo luciferase, ATP luminescence, 8 min | Potency, µM (top dose mostly 38.3 µM), without a hit: at the top dose activity change, negative = inhibition, hits mostly inhibitors | actives 0.28% (n = 200,000) | AID 1379, 2008; further: on the % scale 0 is the no-effect control and ±100 the full control effect; nearly all actives have a fitted effect of over 60% in size
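Compound is pinned into ATP-containing buffer (10 uM ATP, imidazole pH 7.2, 7 mM MgCl2). Kinase-Glo luciferase reagent is then added. Light output is recorded following an 8-min room-temperature incubation.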
SMN2 splice up – qHTS Assay for Enhancers of SMN2 Splice Variant Expression | HEK293 SMN2-luciferase splicing reporter, luminescence, 30-36 h | Potency, µM (highest dose often 46.1 µM), without a hit: at the highest dose activity change, positive = activation, actives largely listed as activators | actives 2.8% (n = 210,000); further: % of control where 0% means no effect; nearly all actives have a fitted effect of over 55% in size
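HEK293 cells carry an SMN2 minigene-luciferase reporter in which exon 7 inclusion puts luciferase in frame. Cells were seeded at 2000 cells/well, attached for 10-12 hours, then exposed to compounds for 30-36 hours at 37C before ONE-Glo luminescence.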
L3MBTL1 inh – qHTS Assay for the Inhibitors of L3MBTL1. Lethal(3)malignant brain tumor-like protein 1 (Homo sapiens), Q9Y468. actives 0.66% (n = 230,000). Potency, µM (titrated, usually from 57.1 µM), without a hit: at the top dose activity, negative = inhibition, most hits filed as inhibitors. AID 485360, 2010. AlphaScreen L3MBTL1–H3K9me1 peptide binding; further: on the % scale 0 is the no-effect control and ±100 the full control effect; nearly all actives have a fitted effect of over 60% in size
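First, the protein-peptide complex forms for 30 min at room temperature (L3MBTL1 50 nM, biotinylated H3K9me1 peptide 75 nM). Next, compounds are pin-transferred and incubated 30 min. Finally, AlphaScreen beads are added and read after 30 min.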
RECQ1 inh – qHTS Assay for Inhibitors of RecQ-Like Dna Helicase 1 (RECQ1); AID 2549, 2010; RECQ1 DNA unwinding, red fluorescence kinetic read; Potency, µM (doses to about 57.3 µM), inactives show top-dose activity, negative = inhibition, usual class: inhibitors; actives 0.54% (n = 240,000); ATP-dependent DNA helicase Q1 (Homo sapiens), P46063;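 further: plate controls were vehicle for no effect and no enzyme for full effect; nearly all actives have a fitted effect of over 30% in size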
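50 nM RECQ1T1 preincubated 15 min with compound in Tris pH 8.0 buffer with MgCl2, DTT, Tween-20 and 2.5 ug/ml poly(dI-dC); started with 200 nM TAMRA/BHQ-2 forked duplex and 2 mM ATP. Unwinding read as fluorescence (525/598 nm), two reads 2 h apart.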
* = called active by the depositor; i = inactive; ? = inconclusive; · = no result given; [ ] = dose if it differs, or a comment. Unless noted, the call rests on the fitted dose curve; in most records, active means well fitted curve in the direction sought with a large enough effect; inconclusive means small, poorly fitted or top-dose-only effect, or another doubt; inactive means no such curve, though single readings can be large; an effect the other way counts as inactive or inconclusive. Potency means the concentration at half of the fitted maximal effect. Not all compounds are listed; count on the stated rates, not on these rows.

SMILES	LMNA splice mod	ALDH1A1 inh	JMJD2E inh	Tau ThT inhib	KinaseGlo FLuc	SMN2 splice up	L3MBTL1 inh	RECQ1 inh
CCOc1ccc(/C=C/C(=O)c2ccccc2)cc1	·	-1%	-4%	?	·	·	11%	-5%
O=C(COc1cccc2cccnc12)Nc1ccccc1	·	-2%	-14%	-9%	-1%	?	?	-15%
O=C(CNC(=O)C1CCCCC1)Nc1cc(Cl)ccc1Cl	6%	6%	2%	-8%	-1%	14%	6%	-1%
O=c1nc(Nc2ccccc2)sc2ccc([N+](=O)[O-])cc12	-3%	10%	9%	-18%	2%	?	4%	-11%
O=C(COC(=O)c1ccc2c(c1)S(=O)(=O)N=C1CCCCCN12)NCc1cccs1	·	14µM*	0%	-1%	·	·	-5%	-4%
Cc1ccccc1Nc1nc(N)nc(CN2CCN(Cc3ccc4c(c3)OCO4)CC2)n1	?	-5%	2%	-8%	0%	·	-16%	-5%
CCN(c1cccc(C)c1)S(=O)(=O)c1cccc2nsnc12	-12%	?	-3%	-10%	4%	-12%	·	-4%
CN(C1=C(NC(=O)c2ccc(Cl)cc2)C(=O)c2ccccc2C1=O)c1ccccc1	?	?	3%	6%	·	·	7.9µM*	-4%
Cc1ccc(S(=O)(=O)NCCC(=O)Nc2ccc(Cl)c(Cl)c2)cc1	?	?	5%	3%	0%	3%	3%	-13%
O=C(N/N=C/c1ccc(COc2ccc(Br)cc2)o1)c1ccco1	2%	-1%	13%	-13%	-6%	?	-1%	-9%
Cc1c(C)c(C)c(S(=O)(=O)N2CCSCC2)c(C)c1C	15%[46 µM]	-6%	-3%	-4%	·	·	-5%	i
Cc1nnc(-c2cnn(C)c2N)n1CCCN1CCOCC1	-4%[46 µM]	1%	-4%	-1%	5%	1%	-11%	-5%
CCOc1ccc2[nH]c(=O)c(CN(Cc3ccc(F)cc3)C(=O)N3CCCC3)cc2c1	10%	?	?	-2%	0%	-21%	3%	-5%
CCS(=O)(=O)N1CCC(C(=O)N2CCc3ccccc3C2)CC1	9%	-11%	-2%	?	·	·	-2%	i
O=C(NNc1ccccc1)/C(=C\c1cccnc1)NC(=O)c1ccccc1	·	·	3%	-17%	·	·	0%	-1%
COc1ccc(C2CC(c3ccccc3)=NN2C(=O)COC(=O)c2cccnc2)cc1 (configuration not stated)	-11%	-8%	-7%	-7%	0%	10%	-11%	-8%
Cn1c(=O)n(CCc2ccccc2)c(=O)c2c1nc1n2CCCN1Cc1ccccc1	?	?	-3%	?	2%	-41%	8%	-4%
NC(=O)c1ncc(C(F)(F)F)cc1Oc1ccc(F)cc1	7%	13%	2%	-14%	1%	-11%	·	1%
COc1ccccc1NC(=O)Cc1csc(NC(=S)Nc2ccccc2)n1	?	?	6%	0%	1%	-10%	-11%	-11%
COCCNC(=O)CSc1nc2ccccc2c(=O)n1-c1cccc(OC)c1	3%	-10%	3%	-6%	1%	2%	3%	-11%
Cc1ccc(-c2nn(-c3cc(Cl)ccc3[N+](=O)[O-])c(=O)c3ccccc23)cc1C	0%[0.0737 µM]	-13%	-2%	-2%	2%	-14%	-14%	i
CCN(/N=C/C=C/c1ccccc1)c1cc(=O)n(C)c(=O)[nH]1	-10%	1%	-3%	-13%	1%	12%	11%	-8%
CCCCc1ccc(-c2nc(NC(=O)C3C4CCC(O4)C3C(=O)O)sc2C)cc1 (configuration not stated)	12%	4%	2%	?	-2%	-13%	-1%	-3%
CCCCCOC(=O)Cc1c(O)c2ccccc2n(C)c1=O	0%	?	?	-2%	0%	-12%	8%	-7%
COc1ccc(Cl)cc1NC(=O)COc1cccc(-n2cnnn2)c1	-8%	-5%	0%	?	-3%	-22%	5%	-12%
Next section
SMILES	LMNA splice mod	ALDH1A1 inh	JMJD2E inh	Tau ThT inhib	KinaseGlo FLuc	SMN2 splice up	L3MBTL1 inh	RECQ1 inh
O=C(Nc1cccc(N=Cc2cc(Br)cc(Br)c2O)c1)c1ccco1	?	0%	-10%	14µM*	0%	?	-6%	-11%
CCOC(=O)c1ccc(NC(=O)C2(c3ccc(OC)cc3)CCOCC2)cc1	4%	0%	-9%	-8%	5%	-9%	2%	-1%
CS(=O)(=O)N(CC(=O)NCc1ccccc1Cl)Cc1ccccc1	-1%	12%	12%	-3%	2%	7%	2%	0%
O=C(O)c1ccc(-c2nc(-c3ccccc3Cl)cs2)cc1	-28%[46 µM]	-8%	?	0%	-8%	18µM*	9%	10%
O=C(CCCc1nc2ccccc2s1)Nc1nccs1	6%	-9%	2%	-18%	1%	1%	5%	i
CCOC(=O)c1nnn(CC(=O)N2N=C(c3ccc(Cl)cc3)CC2c2ccc(OC)cc2)c1C(=O)OCC (configuration not stated)	-7%	-5%	32µM*	-3%	-5%	-18%	-6%	i
O=C1C(Cl)=C(Nc2cccc(O)c2)C(=O)N1Cc1ccccc1	?	?	-25%	14µM*	-2%	-7%	-6%	0%
c1ccc2c(NC3CCCC3)nnc(NC3CCCC3)c2c1	-14%	-4%	?	11%	0%	-32%	6%	-1%
O=C(NCCn1ccc2ccccc21)c1cccc([N+](=O)[O-])c1	14%[9.22 µM]	4%	-7%	-9%	0%	-5%	·	-6%
CC(=O)CSc1nc2ccc(Nc3nc(N4CCOCC4)nc(N4CCOCC4)n3)cc2s1	?	?	-5%	?	0%	25µM*	5%[11.4 µM]	-10%
O=C(COc1ccc(C(=O)Nc2ccc(Cl)cc2)cc1)NCc1ccccc1	-2%	8%	6%	8%	-3%	-11%	11%	-7%
C=CCOc1ccc2ccccc2c1CNCCCN1CCOCC1	2%	9%	-10%	1%	-2%	0%	5%	i
CCNC(=O)NC(=O)c1csc([N+](=O)[O-])c1	·	·	-1%	-8%	·	·	8%	i
O=C(Cn1c(NCCO)nc2ccccc21)NCCc1ccccc1	-8%	1%	2%	-2%	2%	9%	·	-1%
O=c1oc2cc(OCc3ccc(F)cc3F)ccc2cc1-c1ccc2ccccc2n1	-6%	-1%	-1%	1%	3%	-31%[inhibitor]	-2%	-2%
COc1ccc(NS(=O)(=O)c2ccc(OC)c(N(C)S(=O)(=O)c3ccc(Cl)cc3)c2)cc1	?	?	-4%	-10%	-3%	-43%[inhibitor]	-8%	-30%
CCc1cc2c(=O)[nH]c(Cc3ccc(Cl)cc3)nc2s1	8%	-1%	-7%	4%	-3%	-5%	·	-2%
CCCC1CCC(c2nc(-c3cccnc3)no2)CC1 (configuration not stated)	20%	1%	?	-14%	-1%	-3%	43%[activator]	-2%
Cn1c(N)c(C(=O)COC(=O)c2nc(Cl)ccc2Cl)c(=O)n(C)c1=O	·	-1%	-9%	4%	1%	1%	-3%	-2%
CN1CCc2c(OCC(=O)N3N=C(c4cccs4)CC3c3ccc(F)cc3)cccc2C1=O (configuration not stated)	0%	?	?	-9%	2%	-8%	-10%	-12%
COc1ccc(/C=N/NC(=O)c2ccc(O)cc2O)cc1CSc1ccccn1	-16%	?	?	2%	-3%	7%	?	1%
CC1Cc2ccccc2N1C(=O)COC(=O)C1(c2ccccc2F)CCCC1 (configuration not stated)	-20%	-2%	-11%	-5%	0%	-13%	15%	-9%
CCOc1cc(N2CCOCC2)c(OCC)cc1NC(=O)c1cc(-c2ccco2)nc2ccccc12	-17%	-6%	-5%	?	0%	-22%	-10%	-6%
O=C(COc1ccc2ccc(=O)oc2c1)N1CCc2ccccc21	-12%[46 µM]	?	?	?	-3%	28%	-17%	-1%
O=C(Cn1c2[n+](c3ccc(C(F)(F)F)cc31)CCCCC2)Nc1ccccc1	?	7%	2%	-2%	-7%	-14%	44%[activator]	-3%
(continued)
SMILES	LMNA splice mod	ALDH1A1 inh	JMJD2E inh	Tau ThT inhib	KinaseGlo FLuc	SMN2 splice up	L3MBTL1 inh	RECQ1 inh
CC(C)n1c(/N=C/c2c[nH]c3ccccc23)nc2ccccc21	0%	?	2%	-10%	-3%	-10%	-11%	-2%
COc1ccc(NC2=NCC(=O)N2c2ccccc2)c(OC)c1	13%	3%	-1%	-2%	-1%	-2%	5%	-11%
CC(=O)c1ccc(S(=O)(=O)Nc2cccc(S(=O)(=O)NC3=NCCC3)c2)cc1	-3%	?	3%	-2%	2%	-3%[1.84 µM]	-9%	-3%
O=C(Nc1ccccc1)OCCN1CCN(Cc2ccccc2)CCC1=O	10%	?	-6%	0%	1%	-28%	-6%	-7%
COc1ccccc1CN=Cc1[nH]c2ccc(Br)c(Cl)c2c1O	-10%	0.79µM*	-22%	?	-7%	-33%	·	-1%
O=C(O)/C=C/C(=O)N1CCN(c2ccccc2F)CC1	0%	6%	4%	1%	-1%	1%	6%	0%
Cc1cc(NC(=O)c2cc(C3CC3)on2)no1	·	14%	-4%	-11%	·	·	6%	-8%
COC1=CCC2([N+](=O)[O-])CN(CCO)CC1([N+](=O)[O-])C2 (configuration not stated)	-7%	3%	0%	6%	-2%	·	-16%	-1%
O=C(CN(Cc1ccccc1)C(=O)c1cc2c(s1)CCC2)NCc1cccs1	1%	0.45µM*	-4%	-15%	-2%	-7%	-3%	-13%
O=C(N/N=C/c1ccc2c(c1)OCO2)c1ccc(COc2cccc3cccnc23)cc1	?	-2%	?	?	0%	7%	-10%[11.4 µM]	6%
O=C(NN=C1CCN(Cc2ccccc2)CC1)c1cc2ccccc2cc1O	?	1%	28µM*	13µM*	2%	13%	-8%	-8%
Nc1c(C(=O)Nc2ccc(Br)cc2)sc2nc(-c3ccco3)ccc12	?	?	?	5µM*	-9%	-29%	1%	-22%

Screens deposited in PubChem BioAssay by National Center for Advancing Translational Sciences (NCATS).
